UHRF1 binding = UHRF1 methylated DNA binding inhibitors, primary screen, counter-screen for MBD2 inhibitor project, biochemical, TR-FRET, human UHRF1, single concentration; E3 ubiquitin-protein ligase UHRF1 (Homo sapiens), Q96T88; inhibition, % at 4.4 µM; hit rate 0.75% among 370,000; UHRF1 binding to methylated oligo; AID 687016, 2013; in the data active = inhibition above about 21%;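 also: UHRF1 SRA domain binding a hemimethylated CpG hairpin DNA probe; 0% = median of test compound wells and 100% = reference inhibitor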
rCAG RNA binder = binders of r(CAG) RNA repeats, primary screen, biochemical, fluorescence | r(CAG) RNA repeat, TO-PRO-1 dye displacement fluorescence | inhibition, % at 3 µM | hit rate 1.3% among 370,000;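 active = inhibition above the plate cutoff, the mean of all test compounds on that plate plus 3 SD, cut at about 35% in these data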;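 also: 0% = DMSO alone and 100% = 100 µM mitoxantrone as full dye displacement; higher means more dye released from RNA so lower well fluorescence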
ABHD4 inh = ABHD4 inhibitors, primary screen, biochemical, fluorescence polarization, mouse | hit rate 0.54% among 370,000 | AID 720543, 2013 | inhibition, % at 8.92 µM | purified mABHD4, FP-Rh probe fluorescence polarization;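 active = inhibition exceeding the mean over every tested compound plus 3 SD, cut at about 30% in these data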;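 also: 0% = plate median of compound wells and 100% = S159A mutant with DMSO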
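assay system = mABHD4 protein | compound dosing = single nominal dose of 8.92 µM, 0.89% DMSO final | read-out basis = percent inhibition of probe binding, normalized to plate controls | schedule = Enzyme–compound pre-incubation 45 min, then probe 60 min, both 25 °C | detection = fluorescence polarization, excitation 525 nm, emission 598 nm, BODIPY TMR filters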
NPR1 activator = GC-A stimulated cGMP production enhancers – HEK293 GC-A cells, cGMP TR-FRET, EC30 ANP, primary screen. Atrial natriuretic peptide receptor 1 (Homo sapiens), P16066. 0% at EC30 ANP, 100% saturating ANP. activation, % at 10 µM. hit rate 0.14% among 370,000. AID 1671463, 2021; in the data active = activation above about 40%
TCR CD3 inh = inhibitors of human TCR-CD3 interaction, primary screen, biochemical, fluorescence, TAMRA-labeled TCR probe; T-cell receptor (TCR); inhibition, % at 9.4 µM; hit rate 0.37% among 360,000; in the data active = inhibition above about 19%;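 also: recombinant mutant TCR 2C K166C tagged with TAMRA read by polarization; 0% = receptor in buffer alone and 100% = receptor with positive control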
SIAE inh = human SIAE inhibitors, primary screen, biochemical, fluorescence polarization, FP-Rh probe, 1536-well HTS; hit rate 0.69% among 370,000; AID 1053197, 2014; inhibition, % at 9.66 µM; SIAE FP-Rh probe binding; Sialate O-acetylesterase (Homo sapiens), Q9HAT2;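 active = inhibition above a cutoff: mean of compounds within the control limits plus 3 SD of those, cut at about 17% in these data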;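 also: 0% = plate median of compound wells and 100% = probe without SIAE protein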
Target sequence (Q9HAT2 whole entry, looked up): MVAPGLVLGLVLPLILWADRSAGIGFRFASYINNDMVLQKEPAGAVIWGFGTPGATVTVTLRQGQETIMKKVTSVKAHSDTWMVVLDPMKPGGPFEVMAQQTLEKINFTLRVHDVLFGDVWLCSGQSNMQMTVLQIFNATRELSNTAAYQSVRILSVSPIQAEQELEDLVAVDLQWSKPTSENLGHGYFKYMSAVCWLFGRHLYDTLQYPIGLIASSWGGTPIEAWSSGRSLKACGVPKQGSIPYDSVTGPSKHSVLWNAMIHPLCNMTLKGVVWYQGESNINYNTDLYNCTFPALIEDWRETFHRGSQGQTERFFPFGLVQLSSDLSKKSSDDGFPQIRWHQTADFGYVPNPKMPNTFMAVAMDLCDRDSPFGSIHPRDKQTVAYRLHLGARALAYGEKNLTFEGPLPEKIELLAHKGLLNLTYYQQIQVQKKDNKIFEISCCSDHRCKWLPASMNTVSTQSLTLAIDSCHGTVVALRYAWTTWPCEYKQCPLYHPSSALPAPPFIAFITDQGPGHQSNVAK
PRMT1 FP inh = PRMT1 methyltransferase inhibitors, primary screen, biochemical, fluorescence polarization; inhibition, % at 2.79 µM; recombinant PRMT1, activity-based probe fluorescence polarization; hit rate 1.3% among 370,000; AID 652257, 2013; Protein arginine N-methyltransferase 1 (Homo sapiens), Q99873;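 active = inhibition above about 21% made by adding two undisclosed values, limit read from the data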
Target sequence (Q99873 whole entry, looked up): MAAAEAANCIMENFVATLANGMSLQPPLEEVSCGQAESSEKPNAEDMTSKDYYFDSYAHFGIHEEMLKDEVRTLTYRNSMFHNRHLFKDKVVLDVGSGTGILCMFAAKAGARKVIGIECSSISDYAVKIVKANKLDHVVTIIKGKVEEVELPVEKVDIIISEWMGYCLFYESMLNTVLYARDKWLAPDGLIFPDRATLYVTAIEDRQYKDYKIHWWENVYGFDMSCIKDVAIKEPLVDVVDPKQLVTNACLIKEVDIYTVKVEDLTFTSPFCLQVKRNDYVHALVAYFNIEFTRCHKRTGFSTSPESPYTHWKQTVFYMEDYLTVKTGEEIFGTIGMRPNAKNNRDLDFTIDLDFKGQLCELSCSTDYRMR
MBD2 DNA inh = inhibitors of MBD2 binding to methylated DNA, primary screen, biochemical, TR-FRET, DNA-binding domain, human | AID 686964, 2013 | Methyl-CpG-binding domain protein 2 (Homo sapiens), Q9UBB5 | hit rate 0.31% among 370,000 | inhibition, % at 4.4 µM | MBD2 binding to methylated oligonucleotide; in the data active = inhibition above about 13%
HTRA1 inhibitor = HTRA1 serine protease inhibitors, primary screen, biochemical, fluorescence polarization, HTS; recombinant HTRA1, FP-rhodamine activity-based probe; Q92743; inhibition, % at 5.96 µM; hit rate 0.5% among 340,000; in the data active = inhibition above about 36%;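 also: 0% = enzyme with DMSO and 100% = wells lacking enzyme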
GC-B act = human GC-B receptor activators, primary screen, HEK293 GC-B cells, cGMP TR-FRET, EC30 CNP | Atrial natriuretic peptide receptor 2 (Homo sapiens), P20594 | 0% at EC30 CNP, 100% saturating CNP | activation, % at 10 µM | hit rate 0.11% among 370,000;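 active = activation at 10 µM reaching about 35% in either raw or pattern-adjusted values, limit read from the data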
* marks the source's active call; other numbers are inactive results; i = inactive; nt = not tested or not shown. Not all compounds are listed, so the mix of outcomes need not match the whole.

SMILES	UHRF1 binding	rCAG RNA binder	ABHD4 inh	NPR1 activator	TCR CD3 inh	SIAE inh	PRMT1 FP inh	MBD2 DNA inh	HTRA1 inhibitor	GC-B act
O=C(NC1CCCCC1)C(c1ccccc1)N(C(=O)Cc1ccsc1)c1ccccc1 (stereo not given)	5	0	-3	1	-1	6	-1	-1	-2	1
COc1ccc(Cc2[nH]n3c(=O)cc(C)nc3c2-c2ccccc2)cc1	0	0	4	1	-4	0	2	0	2	0
O=C(CCl)Nc1cccc(Oc2cnccn2)c1	-1	1	1	1	0	4	-1	3	1	7
COc1ccc(CCNC(=O)COC(=O)/C=C/c2cc(OC)ccc2OC)cc1	1	-3	-4	4	1	-6	-1	-2	-5	-4
COc1ccc(-c2cc(CCCC(=O)NCc3ccccn3)no2)cc1	1	4	-3	0	6	1	-5	-2	-3	0
CC(C)c1ccc(NC2CCCN(C(=O)CSc3nncn3C)C2)cc1 (stereo not given)	-4	-5	4	6	0	1	-1	3	7	3
CCOC(=O)C1CCCN(Cc2cc(=O)oc3cc(C)c(C)cc23)C1 (stereo not given)	3	-10	7	-5	-4	0	-2	7	-6	5
N#C/C(=C(/O)C(Cl)(Cl)Cl)c1nc2ccccc2[nH]1	4	0	8	25	-14	3	8	-4	-1	29
COc1ccc(NC(=O)Nc2nc(C)cc(C)n2)c(OC)c1	8	13	2	-4	0	5	2	5	9	1
NS(=O)(=O)c1cccc(NC(=O)COC(=O)/C=C/c2ccco2)c1	3	9	4	1	-4	-5	8	-2	1	0
Cc1ccc(C)c(S(=O)(=O)Nc2ccc(S(=O)(=O)Nc3ncccn3)cc2)c1	7	1	-2	-2	12	-6	0	0	-5	0
COc1ccc(CNC(=O)c2cccc(N(C)C)c2)cc1	1	-1	7	-3	2	1	7	-2	-3	0
Cc1cc(C)n2nc(C(=O)OCC(=O)N(CC(C)C)CC(C)C)nc2n1	6	-4	-3	-3	-2	-6	-2	4	-1	-3
COc1ccc(NC(=O)c2sc(NC(=O)C3CC3)nc2C)cc1	0	-2	0	-2	-2	-8	4	1	2	0
CCCCCCCCNS(=O)(=O)CCNCCCC	-1	-4	1	3	-2	1	3	-5	-1	11
Clc1ccc(/C=N/N2CCN(Cc3ccccc3Cl)CC2)cc1	4	-4	-6	4	-13	-7	1	9	-4	0
O=C(Nc1nnc(C2CC2)o1)c1ccc(S(=O)(=O)N2CCCCC2)cc1	1	12	3	1	-1	1	-1	-1	-1	6
Cn1c(-c2ccccc2)c[n+]2c1-c1ccccc1C2	0	2	6	8	5	-3	-1	-1	5	3
COCCNC(=O)c1c(N)n(/N=C/c2ccc(F)cc2)c2nc3ccccc3nc12	0	-2	0	0	3	-4	-3	-3	nt	9
CCC(C(=O)NCCN1CCOCC1)n1c2ccccc2c2nc(=O)cc(C)n21 (stereo not given)	-1	-4	7	3	-1	1	-3	0	3	5
COc1ccc(COn2nnc3ccc(S(=O)(=O)N4CCOCC4)cc32)cc1F	3	-5	-4	0	-3	8	-1	-1	1	-3
O=C(/C=C/c1ccc(Br)cc1)c1ccc(NC(=O)c2ccco2)cc1	0	5	-18	-29	3	-46	-3	-4	-49	-12
COc1ccc(C)cc1N/C(N)=N/c1nc(C)cc(C)n1	8	10	-2	-5	-4	2	0	1	2	2
CC1(C)OC(=O)C(=CNCC(O)c2ccccc2)C(=O)O1 (stereo not given)	-2	-1	1	8	-5	0	-2	-7	-4	0
CCN(C(=O)COC(=O)c1ccc(N2C(=O)c3ccccc3C2=O)cc1)C1CCS(=O)(=O)C1 (stereo not given)	-1	1	2	-2	4	2	-3	3	-2	1
COc1cccc(CNC(=O)C(=O)NCC2OCCCN2S(=O)(=O)c2cc(C)ccc2C)c1 (stereo not given)	-2	-4	5	-4	-5	0	-1	3	1	-3
COc1cccc(/C=N/NC(=O)COc2cccc3cccnc23)c1O	-6	-2	3	-1	1	5	-1	1	2	0
CC1CC(=O)Nc2ccccc2N1C(=O)COc1ccc2cc(Br)ccc2c1 (stereo not given)	3	-1	-6	-7	1	-5	1	1	-5	-10
C[C@H](CO)N1C[C@H](C)[C@@H](CN(C)C(=O)Nc2ccc3c(c2)OCO3)Oc2ccc(NS(=O)(=O)c3ccccc3)cc2C1=O	-2	2	0	0	2	8	0	1	5	-4
Cc1nn2c(C)nc3sc4c(c3c2nc1=O)CC(C)(C)OC4	9	0	-3	10	1	-9	-3	1	2	4
CCOC(=O)c1ccc(-n2c(C)nc3c(cnn3-c3ccccc3C)c2=O)cc1	2	-2	3	4	8	-4	0	0	4	9
CCc1ccc(C2CC3C(CN2S(=O)(=O)c2ccc(C)cc2)[C@@H](O)C[C@@H](c2ccc(CC)cc2)N3S(=O)(=O)c2ccc(C)cc2)cc1 (stereo not given in full)	0	16	-25	4	8	-29	-1	-3	nt	3
CN1CCCCC(NC(=O)c2ccc(Cl)cc2Cl)C1=O (stereo not given)	-1	2	-1	-1	4	1	-6	-2	nt	0
CCOP(=O)(OCC)C(C#N)=C1SCN(c2ccc(Cl)cc2)CS1	0	2	7	3	0	7	2	-3	-2	-3
COc1ccc(C)cc1S(=O)(=O)N(C)CC(=O)N1CCN(C)CC1	0	0	1	4	2	3	-4	-3	0	4
Nc1ccc2nc3c(=O)n(C4CCCCC4)c(=O)[nH]c3nc2c1	-96	i	43*	15	24*	10	145*	-30	31	-3
CC(=O)N1CCN(C(=O)C(Cc2c[nH]c3ccccc23)NC(=O)c2ccccc2Cl)CC1 (stereo not given)	4	11	-4	5	-7	3	5	3	-4	-3
COc1ccc2c(c1OC)C(=O)N1c3ccccc3N=C(c3ccc([N+](=O)[O-])cc3)CC21 (stereo not given)	0	2	3	-1	3	21*	32*	-5	-1	2
CC(C(=O)O)n1c(C(F)(F)F)nc2ccccc21 (stereo not given)	3	0	7	1	2	5	1	-2	9	0
Cc1csc(NC(=O)CCCSc2nc3ccccc3s2)n1	-3	0	-8	2	4	5	0	-7	-34	2
O=S(=O)(O)c1ccc(N=Nc2ccccc2)cc1	0	2	6	2	0	2	4	-4	1	1
Cc1ccc2sc(N3CCN(C(=O)c4ccc([N+](=O)[O-])o4)CC3)nc2c1C	-1	1	5	-1	4	2	-3	0	-3	-5
COC(=O)C[C@H]1N(S(=O)(=O)c2ccc(C)cc2)C(C(C)C)CC1(C(=O)OC)C(=O)OC (stereo not given in full)	3	-1	8	-4	-7	2	8	6	nt	-4
COc1cc(C(=O)Nc2ccc(S(=O)(=O)Nc3ncccn3)cc2)c([N+](=O)[O-])cc1OC	0	5	2	2	1	0	0	2	0	2
COc1cccc(-n2cc(CN(C)C(=O)C3CCC(=O)N(C4CC4)C3)cn2)c1 (stereo not given)	-1	-1	7	5	-3	-1	2	-1	7	3
O=C(O)c1cccc(S(=O)(=O)N2CCSCC2)c1	3	-1	-11	2	-5	5	6	5	5	-2
CC/C(=N/N=C(/CC)c1ccc(O)cc1)c1ccc(O)cc1	-1	-1	5	-7	2	4	0	2	3	-6
O=C(O)c1ccc(Cl)c(NCc2cccnc2)c1	1	1	0	0	-5	-4	1	4	-2	5
C[C@H](CO)N1C[C@H](C)[C@H](CN(C)C(=O)Nc2cccc(F)c2)OCc2cnnn2CCCC1=O	3	2	7	5	1	4	4	1	nt	1
CC(NC(=O)C1CSC2(C)CCC(=O)N12)c1ccccc1Cl (stereo not given)	-2	-3	-4	1	8	2	-1	3	0	-4
CCS(=O)(=O)c1nc(S(=O)(=O)c2ccc(C)cc2)c(N2CCN(C)CC2)s1	3	-3	-12	-4	-3	-5	7	6	-3	2
CC(=O)N1CCc2c1cccc2S(=O)(=O)NC(CC(C)C)C(=O)Nc1ccc(F)cc1Cl (stereo not given)	-2	8	1	4	nt	-2	-2	4	nt	2
O=C(NCC1COc2ccccc2O1)c1ccccc1 (stereo not given)	4	-2	3	2	-3	-1	1	-4	0	4
O=C(O)c1cccc(NS(=O)(=O)c2ccc3c4c(cccc24)C(=O)N3)c1	-1	0	19	2	0	2	0	-4	2	1
CCc1ccccc1NC(=O)C1CCCN(c2ncnc3onc(-c4ccc(F)cc4)c23)C1 (stereo not given)	4	1	1	-9	-8	-3	5	1	7	-9
Cc1ccc(CN2CC(C(=O)NC(c3nc4ccccc4[nH]3)C(C)C)CC2=O)cc1 (stereo not given)	0	4	-3	0	8	-2	0	-1	-3	-3
CC1CCCN(CCCNC(=O)CN2C(=O)COc3ccc(S(=O)(=O)N4CCOCC4)cc32)C1 (stereo not given)	4	-1	5	2	-3	-7	-4	-2	-2	4
O=c1cn[nH]c2ccc(Br)cc12	-2	2	0	3	0	-1	1	-8	2	0
O=c1[nH]ncc(N/N=C\c2ccncc2)c1Cl	-10	3	-9	-3	-3	1	-3	-9	-2	-2
CC(C)OCCCNC(=O)c1cccc(NC(=O)c2ccccc2)c1	4	-6	0	3	1	-11	1	8	-11	1

Shown with values under each structure: entries from further up
Fields: UHRF1 binding | rCAG RNA binder | ABHD4 inh | NPR1 activator | TCR CD3 inh | SIAE inh | PRMT1 FP inh | MBD2 DNA inh | HTRA1 inhibitor | GC-B act
- O=C(O)c1cccc(S(=O)(=O)N2CCSCC2)c1
 : 3 | -1 | -11 | 2 | -5 | 5 | 6 | 5 | 5 | -2
- CC/C(=N/N=C(/CC)c1ccc(O)cc1)c1ccc(O)cc1
 : -1 | -1 | 5 | -7 | 2 | 4 | 0 | 2 | 3 | -6
- O=C(O)c1ccc(Cl)c(NCc2cccnc2)c1
 : 1 | 1 | 0 | 0 | -5 | -4 | 1 | 4 | -2 | 5
- C[C@H](CO)N1C[C@H](C)[C@H](CN(C)C(=O)Nc2cccc(F)c2)OCc2cnnn2CCCC1=O
 : 3 | 2 | 7 | 5 | 1 | 4 | 4 | 1 | nt | 1

Following part:
SMILES	UHRF1 binding	rCAG RNA binder	ABHD4 inh	NPR1 activator	TCR CD3 inh	SIAE inh	PRMT1 FP inh	MBD2 DNA inh	HTRA1 inhibitor	GC-B act
COCCn1nnnc1SCC(=O)Nc1ccc2c(c1)OCO2	-2	3	-4	-4	8	1	1	-7	-8	3
CC(C)C(=O)Nc1cccc(NC(=S)NC(=O)C(c2ccccc2)c2ccccc2)c1	0	9	-85	-4	7	-39	0	2	-108	6
COCCNC(=O)Cn1cc(/C=C(\C#N)C(=O)NC2CCCC2)c2ccccc21	-1	-3	4	-2	-1	2	1	-8	-6	4
Cc1ccc(OCC(=O)Nc2ccc(S(=O)(=O)N3CCOCC3)cc2)c(C)c1	0	1	0	3	3	0	10	1	-12	7
Cc1ccc2c(c1)C1(OCCO1)C(=O)N2	0	4	1	2	2	3	-1	0	5	9
COc1ccc(CN2C(=O)[C@]3(NCCc4c3[nH]c3ccc(OC)cc43)c3cc(Br)ccc32)cc1	1	14	-12	-1	nt	5	0	-4	nt	-1
